Source: PubChem BioAssay
GPR151 activ = human GPR151 activation; AID 1508602; activation, % at 11.2 µM; Q8TDV0; PathHunter beta-arrestin GPR151 cells, luminescence; actives 1% (n = 650,000); in the data active = activation above about 4.9%;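 also: 0% = median of compound wells and 100% = cells with positive control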
Target sequence (Q8TDV0 whole entry, looked up): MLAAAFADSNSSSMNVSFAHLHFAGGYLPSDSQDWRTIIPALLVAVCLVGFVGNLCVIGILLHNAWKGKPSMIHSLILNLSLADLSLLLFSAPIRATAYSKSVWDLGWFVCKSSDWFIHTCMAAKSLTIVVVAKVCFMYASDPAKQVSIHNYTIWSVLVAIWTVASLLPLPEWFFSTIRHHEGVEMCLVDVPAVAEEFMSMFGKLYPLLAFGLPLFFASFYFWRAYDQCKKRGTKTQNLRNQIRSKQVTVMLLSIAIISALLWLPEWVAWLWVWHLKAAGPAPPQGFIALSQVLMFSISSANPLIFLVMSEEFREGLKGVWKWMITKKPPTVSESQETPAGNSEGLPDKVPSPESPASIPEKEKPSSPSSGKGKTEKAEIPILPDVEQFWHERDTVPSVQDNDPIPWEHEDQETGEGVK
MITF primary = inhibitors of human MITF; AlphaScreen MITF homodimerization, bead proximity signal; inhibition, % at 2.6 µM; actives 0.91% (n = 650,000); AID 1259374; in the data active = inhibition above about 50%;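 also: 0% = vehicle wells with protein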
TEAD-YAP block = TEAD-YAP interaction inhibition | HEK-TIYL cells, TEAD-Gal4/YAP UAS-luciferase luminescence | inhibition, % at 9.12 µM | actives 1.4% (n = 640,000) | AID 1259422; in the data active = inhibition above about 32%;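 also: 0% = median of test compound wells and 100% = reference inhibitor wells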
FBW7 activator = human FBW7 E3 ligase activation, primary screen; AlphaScreen FBW7–phospho-cyclin E peptide binding, activator screen; normalized activity (activation), % at 26.1 µM; actives 0.13% (n = 650,000); AID 1259310; in the data active = normalized activity above about 1.9%;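 also: purified mutant Fbw7 with reduced substrate affinity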
Target sequence (Q969H0 whole entry, looked up): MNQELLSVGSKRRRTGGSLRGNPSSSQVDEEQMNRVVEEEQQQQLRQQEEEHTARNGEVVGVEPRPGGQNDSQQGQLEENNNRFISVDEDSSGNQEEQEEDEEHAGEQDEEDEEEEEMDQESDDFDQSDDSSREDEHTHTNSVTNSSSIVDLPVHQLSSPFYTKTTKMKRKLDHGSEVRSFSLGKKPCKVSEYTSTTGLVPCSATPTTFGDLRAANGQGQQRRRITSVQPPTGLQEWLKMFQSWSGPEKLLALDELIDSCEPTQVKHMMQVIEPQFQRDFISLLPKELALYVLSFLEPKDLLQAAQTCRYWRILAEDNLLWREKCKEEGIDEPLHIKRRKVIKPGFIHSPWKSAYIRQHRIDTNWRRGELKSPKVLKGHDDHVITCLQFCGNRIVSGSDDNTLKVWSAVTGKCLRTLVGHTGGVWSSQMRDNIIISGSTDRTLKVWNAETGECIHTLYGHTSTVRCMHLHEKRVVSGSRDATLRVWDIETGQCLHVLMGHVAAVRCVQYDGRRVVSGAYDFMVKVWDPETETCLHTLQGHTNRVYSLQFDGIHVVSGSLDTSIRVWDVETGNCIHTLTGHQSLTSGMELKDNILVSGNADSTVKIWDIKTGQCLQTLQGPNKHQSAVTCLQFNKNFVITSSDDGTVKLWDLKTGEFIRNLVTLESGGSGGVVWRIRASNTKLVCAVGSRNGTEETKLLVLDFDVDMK
The depositor's hits bear a star.

Below each compound: GPR151 activ	MITF primary	TEAD-YAP block	FBW7 activator
> Cc1nc(N2CCC(C)CC2)nc(N2CCN(C)CC2)c1[N+](=O)[O-]
→ 2.0	4.1	-3.1	-0.5
> CCOc1ccc(C2CC(=O)NC3=C2C(=O)CC(C)(C)C3)cc1 (stereo unspecified)
→ 0.4	14.9	4.5	0.2
> Cc1c(C(=O)N2CCOCC2)sc2ncnc(N3CCN(c4ccccc4F)CC3)c12
→ 0.0	-7.0	3.0	-0.4
> COc1ccc(-c2noc(N(C)CC(=O)Nc3ccccc3F)n2)cc1
→ 0.3	-5.6	-14.0	-0.2
> CN1C(=O)/C(=c2\sc3nc4ccccc4n3c2=O)c2cc(Br)ccc21
→ 1.0	2.5	0.2	-0.1
> CCn1c(SCC(=O)NC(C)(C)C)nnc1-c1ccc(C)cc1
→ 1.6	4.3	3.5	0.2
> CCN(CC)S(=O)(=O)c1ccc(-c2cn3cccc(C)c3n2)cc1
→ -1.1	15.4	-17.3	0.4
> CCOC1=NN(c2ccc([N+](=O)[O-])cc2)C(=O)/C1=C\c1ccccc1OC
→ 0.2	4.8	1.7	0.1
> N#CC1=C(N)N(c2c(F)cccc2F)C2=C(C(=O)CCC2)C1c1cccc(Cl)c1 (stereo unspecified)
→ -0.9	-8.7	-12.4	-0.1
> CNC(=O)/C(=C\c1ccc(OC)cc1)NC(=O)c1ccc(Br)cc1
→ 2.2	-10.7	3.7	0.0
> COc1cccc(-c2cn3c4c(=O)n(C)c(=O)n(C)c4nc3n2-c2ccc(C)cc2)c1
→ -0.5	1.8	0.5	0.1
> O=C(Cc1ccccc1Br)N(CCCN1CCOCC1)Cc1cccs1
→ -0.8	44.0	4.0	0.2
> C=CCn1c(C(C)NC(=O)c2ccc(C)cc2)n[nH]c1=S (stereo unspecified)
→ 1.0	9.8	-2.1	0.5
> Cc1ccc(NC(=O)C2C3C=CC4(O3)C2C(=O)N(CCCN(C)Cc2ccccc2)C4C(=O)NC2CCCCC2)cc1 (stereo unspecified)
→ -0.7	11.9	-0.8	0.0
> Cc1cccc(-n2nc3c(c2NC(=O)C2CCCCC2)CSC3)c1C
→ 0.1	10.4	-3.4	0.5
> Nc1ncc(-c2cccnc2)cc1-c1ccc(S(N)(=O)=O)cc1
→ 0.7	12.5	-11.8	0.9
> Cc1cc(Nc2cc(Cl)cc(Cl)c2)n2ncnc2n1
→ -0.2	-7.9	8.6	0.0
> Nc1cc(C(=O)OCC(=O)NC2CCCCC2)ccc1Cl
→ 1.9	16.6	6.4	0.6
> CCOc1ccc(NC(=O)c2sc3nc(C)nc(N4CCC(C)CC4)c3c2C)cc1
→ -1.4	11.7	-2.2	-0.1
> COc1ccc2oc(=Nc3ccc(C(F)(F)F)cc3)c(-c3nc4ccccc4[nH]3)cc2c1
→ 0.8	-1.7	-43.5	0.0

Profiles, looked up by structure:
Entry for `COc1cccc(-c2cn3c4c(=O)n(C)c(=O)n(C)c4nc3n2-c2ccc(C)cc2)c1` = GPR151 activ: -0.5; MITF primary: 1.8; TEAD-YAP block: 0.5; FBW7 activator: 0.1
Entry for `CCOc1ccc(NC(=O)c2sc3nc(C)nc(N4CCC(C)CC4)c3c2C)cc1` = GPR151 activ: -1.4; MITF primary: 11.7; TEAD-YAP block: -2.2; FBW7 activator: -0.1
Entry for `CN1C(=O)/C(=c2\sc3nc4ccccc4n3c2=O)c2cc(Br)ccc21` = GPR151 activ: 1.0; MITF primary: 2.5; TEAD-YAP block: 0.2; FBW7 activator: -0.1

Continued:
Below each compound: GPR151 activ	MITF primary	TEAD-YAP block	FBW7 activator
> O=C1CN(c2ccc(Br)cc2)C(=O)N1
→ 2.0	-6.7	-6.5	0.0
> Cc1cc(C)nc(N2CCC(O)(c3cccc(C(F)(F)F)c3)CC2)n1
→ -0.4	-4.0	-8.5	0.2
> CCS(=O)(=O)c1ccc2c(c1)N(Cc1ccc(SC)cc1)C(=O)C(C)O2 (stereo unspecified)
→ 0.3	-5.5	5.0	-0.1
> COC(=O)c1ccc(NS(=O)(=O)c2ccc3[nH]c(=O)c(=O)[nH]c3c2)cc1
→ 0.2	-3.4	3.3	1.4
> CCOC(=O)c1cnn(-c2ccccc2)c1NC(=O)c1cccc(F)c1
→ -1.1	3.2	-3.7	0.1
> COc1cc(NC(=O)COc2ccc3ccccc3c2)ccc1NC(=O)c1ccco1
→ -0.7	-1.0	0.3	-0.2
> CC1CCN(c2oc(COc3cccc(Cl)c3)nc2C#N)CC1
→ 0.0	19.2	-11.1	-0.1
> COc1ccc(N/C(=N\c2nc(C)cc(C)n2)NC(=O)Nc2ccc(Cl)c(Cl)c2)cc1
→ 0.6	9.5	10.0	-0.1
> COc1ccc(N2CCCC2=N)c(OC)c1
→ -1.0	-10.3	-1.8	0.0
> CCOC(=O)c1cc(C#N)c(SCC#N)nc1C
→ 0.5	-9.6	-0.9	-0.1
> CCOC(=O)c1c(NC(=O)CSc2nnc(CNC(=O)c3ccco3)n2C2CCCCC2)sc2c1CCC2
→ -0.3	9.4	3.9	0.0
> CC1NC(=O)NC1CCCCCC(=O)OCN1C(=O)c2ccccc2C1=O (stereo unspecified)
→ 0.2	118.5*	-3.9	-0.4
> CCOc1ccc(-n2c(CNC(=O)c3ccc(S(=O)(=O)N4CCOCC4)cc3)nnc2SCC(=O)N2CCc3ccccc32)cc1
→ 1.2	-5.8	1.0	0.0
> CCN(CC)c1ccc(C=Nc2ccc([N+](=O)[O-])cc2OC)c(O)c1
→ -0.7	10.8	3.0	0.0
> CC(=O)NC(Cc1ccc(C)cc1)C(=O)NC1CCN(C(=O)c2cnccn2)CC1 (stereo unspecified)
→ -1.0	-7.9	-1.0	0.3
> Cc1scc(CN2CCN(c3ncccn3)CC2)c1C
→ -1.3	9.5	-3.7	0.3
> CCC(C)NC(=O)C(=O)NCc1ccc(F)cc1 (stereo unspecified)
→ 4.1	15.3	7.2	0.1
> O=C(Nc1ccc(-c2ccc(NC(=O)c3ccc(S(=O)(=O)N4CCCC4)cc3)cc2)cc1)c1ccc(S(=O)(=O)N2CCCC2)cc1
→ 0.7	5.7	3.1	-0.1
> Cc1cccc(CN2C(=O)C3CCCN3c3ccc(C#N)cc32)c1 (stereo unspecified)
→ 9.4*	0.5	-5.5	0.0
> O=C(Cn1c(=O)[nH]n(-c2ccccc2)c1=O)N1CCN(c2ccccc2)CC1
→ 0.5	5.6	5.3	0.0

The last 3 entries of the part above are carried over, then new ones follow.
Below each compound: GPR151 activ	MITF primary	TEAD-YAP block	FBW7 activator
> O=C(Nc1ccc(-c2ccc(NC(=O)c3ccc(S(=O)(=O)N4CCCC4)cc3)cc2)cc1)c1ccc(S(=O)(=O)N2CCCC2)cc1
→ 0.7	5.7	3.1	-0.1
> Cc1cccc(CN2C(=O)C3CCCN3c3ccc(C#N)cc32)c1 (stereo unspecified)
→ 9.4*	0.5	-5.5	0.0
> O=C(Cn1c(=O)[nH]n(-c2ccccc2)c1=O)N1CCN(c2ccccc2)CC1
→ 0.5	5.6	5.3	0.0
> CSc1ccccc1C(=O)NCC1Cc2cc(F)cc(-c3cncnc3)c2O1 (stereo unspecified)
→ -1.6	1.6	-10.8	0.0
> CCOC(=O)C1=C(C)N=C2SCCC(=O)N2C1/C=C/c1ccccc1 (stereo unspecified)
→ 0.6	2.7	1.3	0.0
> CCCCn1c(=O)[nH]c(=O)c2c1nc(COC(=O)c1cc[n+]([O-])cc1)n2CCC
→ 2.6	-0.7	8.6	-0.3
> Cc1[nH]n(-c2ccccc2)c(=O)c1C(c1ccc(F)cc1)c1c(C)[nH]n(-c2ccccc2)c1=O
→ -1.2	-4.4	-7.8	-1.2
> CCCCC(=O)Nc1cc(NC(=O)CCCC)cc(C(=O)O)c1
→ -0.2	8.1	1.5	0.2
> COc1ccccc1NC(=O)c1cccc(Cl)c1
→ 0.2	-7.5	-35.4	0.1
> COc1cccc(CNC(=O)CCC2CCCN(C(=O)CCc3cnccn3)C2)c1 (stereo unspecified)
→ -2.0	9.7	-2.1	0.0
> Fc1cccc(CN2CCN(C(=S)NCc3ccco3)CC2)c1
→ 4.2	12.6	10.0	-0.2
> CC(=O)C(C(=O)c1ccccc1)(N1CCOCC1)N1CCOCC1
→ -0.1	5.9	7.0	0.1
> c1cn2c(-c3ccc(N4CCOCC4)cc3)cnc2c(NCc2ccc3c(c2)OCO3)n1
→ 2.5	10.9	5.5	0.3
> CN(CC(=O)O)C(=O)Nc1ccc(Cl)cc1Cl
→ -0.5	6.8	2.0	0.8
> CCOC(=O)c1ccc2ncc(C(=O)OCC)c(Nc3ccc(N4CCCCC4)cc3)c2c1
→ 0.2	-2.9	1.9	-0.2
> CC1=C(C(=O)OCCOc2ccccc2)C(c2ccc(C)s2)NC(=O)N1C (stereo unspecified)
→ 1.6	-9.5	1.5	-0.2
> COc1cccc(-n2cc(CN3C(=O)CCC3CCNCc3cccnc3)cn2)c1 (stereo unspecified)
→ 2.2	13.7	13.0	0.1
> CCc1nnc(NC(=O)CSc2nnc3scc(-c4ccc(C)cc4)n23)s1
→ 0.2	6.7	6.7	0.1
> CCOC(=O)Cc1cc(=O)n2[nH]c(C)c(C#N)c2n1
→ -0.5	3.7	-6.6	0.1
> CCOC(=O)C1=C(C)N=c2s/c(=C\c3ccc(-c4ccc(C(=O)OCC)cc4)o3)c(=O)n2C1c1ccccc1 (stereo unspecified)
→ 0.1	7.7	6.0	0.2
> [O-][n+]1c2c(nn1-c1ccccc1)/C(=N/O)CCC2
→ -0.6	14.9	5.4	0.1
> O=C(Cc1ccc(N2CCC(NCC3OCCc4ccccc43)CC2)cc1)N1CCCC1 (stereo unspecified)
→ -0.8	-5.0	-3.2	0.7
> O=C(Nc1ccc(C(=O)N2CCCC2)cc1)c1ccccc1Br
→ -0.9	-0.3	-9.7	-0.1
> COc1cccc(CNc2nc3ccccc3n2CCN2CCOCC2)c1
→ 1.2	5.7	-8.8	0.5
> COCCNc1cc(C)nc2ccccc12
→ -0.7	-2.8	2.2	0.0
> CCCCCc1ccc(OC(=O)c2ccc(C(=O)Oc3ccc(CCCCC)cc3)nc2)cc1
→ -0.6	11.9	7.1	0.5
> C=C(C)CN1CCN(C(=O)CCCc2c[nH]c3ccccc23)CC1
→ 0.5	-11.9	-39.9	-0.2
> Cn1cnnc1SCCC(=O)Nc1ccccc1
→ -0.2	14.8	8.8	0.2
> CC(C)(C)c1ccc(OCNC(=S)NC(=O)c2cccnc2)cc1
→ -0.1	1.1	-6.4	-0.3
> O=C(Nc1nnc(SCc2cccc(F)c2)s1)c1cccs1
→ -0.1	8.1	-5.7	0.0
> CC1=C(C(=O)Nc2cccc(F)c2)C(c2ccccn2)C2=C(CC(C)(C)CC2=O)N1 (stereo unspecified)
→ -0.9	2.8	0.9	-0.1
> CCOc1ccccc1CN1CCNC(=O)C1CC(=O)NCCCOC(C)C (stereo unspecified)
→ 0.1	10.1	-0.6	0.2
> CC(C)NC(=O)C1CCN(C(=O)N2CC(C)Oc3ccccc32)CC1 (stereo unspecified)
→ -0.8	7.0	-1.6	0.1
> CN=C1NC(=O)C(CC(=O)Nc2ccccc2C)S1 (stereo unspecified)
→ 0.4	-2.5	-3.4	-0.1
> COCCN(CCOC)S(=O)(=O)c1ccc(C(=O)Nc2nnc(-c3ccc(OC)cc3)o2)cc1
→ -0.4	-5.3	-2.0	0.0
> CC(C)NC(=O)CN(c1cccc([N+](=O)[O-])c1)S(=O)(=O)c1ccccc1
→ 0.3	-7.5	-2.4	-0.1
> CCOC(=O)N1CCN(C(=O)C2CC23CCN(C(=O)C(C)c2ccccc2)CC3)CC1 (stereo unspecified)
→ -0.9	9.4	7.5	-0.1
> CCCCC(C(=O)Nc1ccc(Oc2cccc(C)c2)cc1)N1C(=O)c2ccccc2C1=O (stereo unspecified)
→ 1.3	-0.7	0.7	-0.1
> COc1ccc(Cl)cc1-c1nc(SCC(=O)NC(C)(C)C)n[nH]1
→ 0.7	17.8	2.3	0.3
> C[C@H](NC(=O)c1ccccc1Cl)C(=O)OCC(=O)N1CC2(C)CC1CC(C)(C)C2 (stereo partly specified)
→ 0.6	8.3	-7.8	0.1
> CCOC(=O)N1CCN(C(=O)CSc2nnc(C)c(=O)n2N)CC1
→ 2.9	0.2	9.1	-0.2
> CC1CCCCC1NC(=O)C(CC(N)=O)NC(=O)OC(C)(C)C (stereo unspecified)
→ 0.3	9.6	8.1	0.1
> COc1ccc(NC(=O)/C(=C/c2ccc(OC(C)=O)cc2)NC(=O)c2ccco2)cc1
→ 1.1	-17.7	-11.1	-0.1
> COC(=O)CNC(=O)CCC1(Cc2ccc(F)cc2)CCC(=O)N1 (stereo unspecified)
→ 1.0	-7.8	8.9	0.0
> CCOC(=O)/C(C#N)=C/Nc1ccccc1NS(=O)(=O)c1ccc2c(c1)OCCO2
→ -0.5	-8.6	3.1	0.0
> O=C(COc1ccccc1)Nc1ccc(Sc2nc3ccccc3s2)c(Cl)c1
→ 0.1	-14.9	-4.8	0.0
> Brc1ccc(-c2nc(N3CCCCCC3)c3ccccc3n2)cc1
→ -0.8	10.3	-14.0	0.1
> CC(c1ccccc1)n1cc(C(=O)NCCN2CCCCCC2)nn1 (stereo unspecified)
→ 0.0	-12.4	-1.1	0.1
> COc1ccc(NC(=O)c2c(NC(=O)CNCc3cccnc3)sc3c2CCC3)cc1
→ 0.7	-13.1	22.3	-0.2
> CC1CCCCC1N1C(=O)NC(=O)C1=O (stereo unspecified)
→ 4.6	-6.6	-2.5	-0.1
> CCOc1ccc(N(CC(=O)NCC2CCCO2)S(=O)(=O)c2ccc(Cl)cc2)cc1 (stereo unspecified)
→ -1.2	16.4	7.4	0.8
> Cn1cnnc1SCC(=O)Nc1ccc(F)c([N+](=O)[O-])c1
→ 0.6	-7.2	12.4	0.0
> COc1ccc(F)c(CC2(CCC(=O)NCc3nc(C)cs3)CCC(=O)N2)c1 (stereo unspecified)
→ -0.8	13.6	-13.2	0.1
